PLAP activator – activators of human placental alkaline phosphatase. P05187. purified PLAP enzyme, luminescent substrate read-out; stronger effect = higher value. activation fold at 20 µM. 1.2% of 96,000 active. AID 696; in the data active = activation fold above about 2
PostGolgi yeast – growth inhibition of a yeast mutant, post-Golgi transport screen; post-Golgi transport phenotypic cell assay; inhibition, % at 10 µM; 0.9% of 98,000 active;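 note: yeast cells grown in 1536-well plates; yeast grown about 18 h at 30C before absorbance read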
sEH act – activators of human soluble epoxide hydrolase; purified human sEH enzymatic activity, activator screen; P34913; AID 717; activation, % at 2 µM; 0.04% of 91,000 active; in the data active = activation above about 37%; note: values of inactives mirror those of a sister screen read the other way
Target sequence (P34913 whole entry, looked up): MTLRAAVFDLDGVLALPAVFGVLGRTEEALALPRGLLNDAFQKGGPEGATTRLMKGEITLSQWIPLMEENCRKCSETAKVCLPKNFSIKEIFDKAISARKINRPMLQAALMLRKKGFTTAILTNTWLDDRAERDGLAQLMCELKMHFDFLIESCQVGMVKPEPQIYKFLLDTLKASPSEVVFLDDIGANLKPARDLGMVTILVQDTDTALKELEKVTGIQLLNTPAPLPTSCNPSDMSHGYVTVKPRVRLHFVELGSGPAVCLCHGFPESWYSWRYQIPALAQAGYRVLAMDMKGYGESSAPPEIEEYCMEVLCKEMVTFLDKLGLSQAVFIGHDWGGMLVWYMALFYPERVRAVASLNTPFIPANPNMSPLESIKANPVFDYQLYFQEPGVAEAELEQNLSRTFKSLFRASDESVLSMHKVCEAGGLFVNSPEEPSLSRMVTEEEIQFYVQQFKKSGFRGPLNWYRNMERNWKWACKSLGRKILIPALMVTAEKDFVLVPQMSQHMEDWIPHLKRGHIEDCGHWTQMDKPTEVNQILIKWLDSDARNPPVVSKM
S1P2 agonist – agonists of human S1P2 receptor | O95136 | S1P2-expressing cell line, agonist reporter read-out | activation, % at 4.5 µM | 0.46% of 97,000 active | AID 729; in the data active = activation above about 16%;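 note: 0% = vehicle low control and 100% = maximal reference agonist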
Target sequence (O95136 whole entry, looked up): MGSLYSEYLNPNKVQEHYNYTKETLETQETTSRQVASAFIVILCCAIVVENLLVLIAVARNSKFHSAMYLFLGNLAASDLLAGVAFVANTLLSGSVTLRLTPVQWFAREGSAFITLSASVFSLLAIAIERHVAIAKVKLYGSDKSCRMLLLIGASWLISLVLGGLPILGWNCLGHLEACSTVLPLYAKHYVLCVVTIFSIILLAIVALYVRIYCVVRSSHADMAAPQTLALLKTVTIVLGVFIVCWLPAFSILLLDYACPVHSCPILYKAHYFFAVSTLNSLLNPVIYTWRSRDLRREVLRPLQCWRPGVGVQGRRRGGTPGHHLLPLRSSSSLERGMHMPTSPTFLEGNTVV
sEH inhibitor – soluble epoxide hydrolase (human) inhibition. P34913. recombinant human sEH enzymatic activity assay. inhibition, % at 2 µM. 0.34% of 91,000 active. AID 707; in the data active = inhibition above about 80%; note: values of inactives mirror those of a sister screen read the other way; many of its hits are not listed in these tables
PostGolgi ctrl – yeast control strain growth, post-Golgi counter-screen | efflux-deficient yeast background strain, growth absorbance A615, 16 h | inhibition, % at 10 µM | 5% of 98,000 active | AID 738
S1P2 blocker – blocks the human S1P2 receptor; O95136; inhibition, % at 5 µM; cell-based S1P2 antagonist assay, inhibition at 5 uM; 0.21% of 97,000 active; in the data active = inhibition above about 45%;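 note: CRE beta-lactamase reporter cells expressing human S1P2 stimulated with S1P; 0% = agonist at EC80 alone and 100% = agonist plus reference antagonist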
Mac1 fbg inh – CD11b/CD18-fibrinogen binding inhibition; P05107+P11215; K562 CD11b/CD18 adhesion to fibrinogen, ATPlite luminescence; Mn2+ added to activate the integrin; inhibition, % at 10 µM; 0.54% of 93,000 active; AID 1497;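 active = primary inhibition of 50% or more at 10 µM, then 40% or more on retest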; note: some results filed as inactive read as strong as hits
E coli WT exp – growth inhibitors of E. coli BW25113 wild type; OD600 absorbance; growth inhibition, % at 100 µM; 0.15% of 98,000 active; AID 710;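 active = growth inhibition above about 50% at one test dose, limit read from the data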;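 note: growth measured after 20 h incubation at 37 °C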
Numbers without * were called inactive; / = no result given. Cut-off read from the data, not from the text of the source, unless noted: active = inhibition above about 30%; inactive = the rest. Rows are unselected. About 7.1% of those tested had a hit in this group.

cpd	mol	PLAP activator	PostGolgi yeast	sEH act	S1P2 agonist	sEH inhibitor	PostGolgi ctrl	S1P2 blocker	Mac1 fbg inh	E coli WT exp
1	O=C(CSc1ccc2nnc(-c3ccccn3)n2n1)N1CCOCC1	0.8	3	-6	-3	6	-8	-10	-1	3
2	O=C(N1CCOCC1)N(CCN1CCOCC1)Cc1cccc2ccccc12	1.4	-6	14	-1	-17	0	1	2	-3
3	COc1cc(C(=O)Nc2ccc(NC(=O)C3CC3)nc2)cc(OC)c1OC	1.3	19	-6	-2	5	-5	4	-8	1
4	CCc1nc2ccccc2n1CC(C)C(=O)O (stereo not drawn)	/	/	-15	-3	20	/	11	/	/
5	Cc1ccc(S(=O)(=O)NCCCCCC(=O)Nc2nccs2)cc1	1.3	0	-1	-4	2	2	27	11	9
6	COc1ccc(CCN2CC34C=CC(O3)C(C(=O)NCc3ccccc3)C4C2=O)cc1OC (stereo not drawn)	1.2	6	-1	-2	1	5	5	-6	-1
7	CCOC(=O)c1c(N)sc(C(=O)Nc2ccc3c(c2)OCO3)c1C	0.8	-2	/	/	/	-1	/	35	-15
8	COc1ccc(S(=O)(=O)N/N=C(/C)c2cccc(NC(=O)c3ccccc3Cl)c2)cc1	1.1	-7	-1	-9	4	0	11	10	-1
9	c1ccc(CCNc2ccc3nncn3n2)cc1	1.2	5	/	/	/	6	/	8	2
10	Cn1nnnc1SCC(=O)Nc1ccccn1	0.9	2	-4	-3	6	2	-1	0	-3
11	CCCCC(=O)N1CCCC(c2nc3c(nnn3Cc3cc(C)ccc3C)c(=O)[nH]2)C1 (stereo not drawn)	1.6	0	-10	-7	10	1	-3	8	7
12	FC(F)(F)c1cc(-c2ccco2)nc(-n2nnc3ccccc32)n1	1.1	7	/	/	/	-1	/	-10	2
13	CC1CCCCN1S(=O)(=O)c1cccc2cccnc12 (stereo not drawn)	1	-5	6	-4	-4	8	0	4	-9
14	Cc1ccc(S(=O)(=O)N(CC(=O)Nc2cccc(N(C)S(C)(=O)=O)c2)c2ccc(Cl)c(Cl)c2)cc1	1.8	8	9	-7	-9	2	-13	-19	-7
15	CCOC(=O)C1CN(S(=O)(=O)c2ccccc2)CCN1S(=O)(=O)c1ccccc1 (stereo not drawn)	1.7	-5	-7	-2	6	13	0	3	-3

Following part:
cpd	mol	PLAP activator	PostGolgi yeast	sEH act	S1P2 agonist	sEH inhibitor	PostGolgi ctrl	S1P2 blocker	Mac1 fbg inh	E coli WT exp
16	CCN(CC)CC(=O)NCC1(c2ccccc2)CCOCC1	0.9	15	-4	-3	5	10	-38	-23	1
17	COc1ccc(Cl)cc1C(=O)NCC(C)C	1.1	7	-6	-4	9	4	-17	4	-2
18	CN1CCN(C(=O)c2cccc(COc3cc(Cl)ccc3Cl)c2)CC1	/	/	-3	-3	5	/	1	/	/
19	CC(CN1CCOCC1)OC(=O)C(c1ccccc1)c1ccccc1 (stereo not drawn)	/	/	8	-4	-5	/	-4	/	/
20	C=CCn1c(N)c(C(=O)OC(C)(C)C)c2nc3ccccc3nc21	1.2	19	3	2	-2	10	-28	-13	2
21	COc1cccc(C(=O)Nc2ccc(S(=O)(=O)Nc3onc(C)c3C)cc2)c1	1.3	3	4	-2	-4	24	-3	1	0
22	COc1ccccc1OCCOc1ccc(/C=N/n2cnnc2)cc1	1	8	-7	-3	7	5	-4	-17	-12
23	O=S(=O)(c1cccs1)N1CCN(Cc2nc3ccccc3s2)CC1	0.8	-11	-16	-4	15	23	9	2	-5
24	Cn1c(NC(=O)c2ccc(Cl)cc2Cl)cc(=O)n(C)c1=O	1.3	1	-6	-5	3	0	9	0	6
25	CC(C)Nc1nc(NC(C)C)nc(N(C)N)n1	1.2	-3	14	-4	-10	-1	-1	-1	13
26	Nc1ccc2c(c1)COc1ccccc1O2	0.9	1	/	/	/	15	/	13	9
27	CC1Cc2cc(/C(O)=C3/C(=O)C(=O)N(CCCN(C)C)C3c3ccncc3)ccc2O1 (stereo not drawn)	1.3	-6	1	-7	-1	4	-2	-2	-7
28	COc1ccc(C(=O)Nc2ccccc2C(=O)N/N=C/c2ccc(O)c(OC)c2)cc1	1	0	-2	-4	5	20	-13	106	-8
29	COC(=O)C1=C(C)N(C)C(=O)NC1c1ccc(C)cc1 (stereo not drawn)	1	2	2	-5	0	3	14	1	-5
30	CCCCOc1ccc(/C(O)=C2/C(=O)C(=O)N(CCCOC)C2c2ccncc2)cc1 (stereo not drawn)	1.1	-1	/	/	/	8	/	-9	-3

(listing goes on)
cpd	mol	PLAP activator	PostGolgi yeast	sEH act	S1P2 agonist	sEH inhibitor	PostGolgi ctrl	S1P2 blocker	Mac1 fbg inh	E coli WT exp
31	O=[N+]([O-])c1ccc(NC(=S)N2CCN(c3ccc(F)cc3)CC2)cc1	0.9	-1	6	-3	-7	-2	-15	/	-11
32	Oc1ccc(Br)cc1-c1cc(-c2ccc(Cl)cc2)n[nH]1	1.3	11	-1	-5	1	5	-4	11	0
33	COC(=O)CCP(=O)(O)Cc1ccccc1CP(=O)(O)CCC(=O)OC	0.9	4	-15	-7	13	-3	13	-4	4
34	O=C(CCN1C(=O)c2cccnc2C1=O)NC1CCCCCC1	1.1	2	-2	-11	3	0	25	-30	-1
35	C/C(=C\C(=O)c1ccc(C)o1)Nc1ccc2c(c1)OCO2	0.8	0	1	-10	0	5	8	-1	-3
36	CC(C)[C@H](NC(=O)c1ccco1)C(=O)OCC(=O)N1CCc2ccccc21	1.4	-6	5	-1	-4	5	-34	8	-6
37	Cc1ccc(NC(=O)c2ccco2)c(NC(=O)Cc2cccs2)c1	0.8	0	-14	-1	11	10	1	-10	4
38	Cc1nc2sc3c(c2c(=O)o1)CCC3	1	6	6	-6	-2	-5	-2	-3	-3
39	O=C(NCc1cccnc1)c1sc2ccccc2c1Cl	1.1	-2	-7	-11	5	2	4	0	9
40	C#CCOC(=O)C1C2C=CC(C2)C1C(=O)O (stereo not drawn)	1	-2	/	/	/	3	/	-12	-2
41	O=C(c1ccccc1OCc1ccccc1Br)N1CCN(c2ncccn2)CC1	1.8	17	7	-5	-7	19	4	33	-9
42	Cc1ccccc1CN1C2=NCCCN2c2ccccc21	0.8	-4	-4	-3	1	3	19	11	9
43	CCn1c(=O)c2c(nc(SCC(=O)NCC3CCCO3)n2C)n(C)c1=O (stereo not drawn)	0.9	1	-1	-2	2	21	28	-9	-3
44	COc1ccc(OC)c(S(=O)(=O)Nc2cccnc2)c1	0.8	6	-1	-5	4	-3	0	-39	3
45	COc1cccc(OC)c1NC(=O)Cc1nn(C)c(=O)c2ccccc12	1	4	6	-11	-4	7	12	-7	-3

Going on with the list:
Results follow in this order: PLAP activator	PostGolgi yeast	sEH act	S1P2 agonist	sEH inhibitor	PostGolgi ctrl	S1P2 blocker	Mac1 fbg inh	E coli WT exp
(46) O=C(O)C(NC(=O)c1ccccc1)=C(Cl)Cl
    /	/	6	-6	-9	/	9	/	/
(47) CCn1c(COc2ccc(C)cc2)nnc1SCC(=O)Nc1cc(OC)ccc1OC
    1.9	-4	12	-5	-11	6	28	6	-8
(48) Cn1c(C(=O)N2CCCc3ccccc32)cc2c(=O)n3ccccc3nc21
    1.3	0	14	6	-14	11	9	/	-3
(49) CCCC(c1nnnn1CCOC)N(Cc1cc2cc(C)c(C)cc2[nH]c1=O)CC1CCCO1 (stereo not drawn)
    1.2	-2	-6	-9	5	18	9	/	3
(50) Cc1cccc(-c2nc(CS(=O)CC(=O)NC3CCCC3)c(C)o2)c1 (stereo not drawn)
    1.6	-3	-12	-2	15	-5	6	-5	5
(51) COc1cc(CNCc2ccco2)ccc1OCc1ccccc1
    1	3	7	-3	-9	-3	12	-3	8
(52) Cc1cc(C(F)(F)F)nn1Cc1n[nH]c(=S)n1Cc1ccccc1
    /	/	7	-3	-2	/	-8	/	/
(53) CC(CCc1ccccc1)NC(=O)CSc1nnnn1C (stereo not drawn)
    1	20	-3	-9	4	-14	-4	-6	1
(54) COc1ccc(OC2C(=O)N(Cc3ccc(F)cc3)C2c2ccc(OC)c(OC)c2)cc1 (stereo not drawn)
    1.4	-2	7	-5	-4	40*	-12	11	-13
(55) CC(C)NC(=O)COc1ccc(S(=O)(=O)N2CCOCC2)cc1
    0.9	2	3	-1	-1	5	-20	-22	2

The results go on:
Results follow in this order: PLAP activator	PostGolgi yeast	sEH act	S1P2 agonist	sEH inhibitor	PostGolgi ctrl	S1P2 blocker	Mac1 fbg inh	E coli WT exp
(56) O=C(Nc1ccccc1N1CCCCC1)c1ccc2nccnc2c1
    1.5	3	-6	2	4	17	-4	1	-7
(57) Cc1ccc2[nH]c(=O)c(C(c3nnnn3C(C)(C)C)N3CCN(C(=O)c4ccco4)CC3)cc2c1 (stereo not drawn)
    1.3	-2	6	0	-4	12	20	/	10
(58) O=C(N/N=C/c1ccco1)c1cc(-c2ccccc2)n[nH]1
    /	/	-3	2	6	/	-5	/	/
(59) CCOc1ccc(-c2cc(CCCC(=O)NCc3ccco3)no2)cc1
    0.9	-2	/	/	/	14	/	8	0
(60) O=C(OCC(=O)N1CCN(c2ccccc2)CC1)c1ccc2ncsc2c1
    1.3	8	-6	-4	5	-3	20	9	0

Grouped by structure, the compounds so far with a furan ring, fused or not
Results follow in this order: PLAP activator	PostGolgi yeast	sEH act	S1P2 agonist	sEH inhibitor	PostGolgi ctrl	S1P2 blocker	Mac1 fbg inh	E coli WT exp
(12) FC(F)(F)c1cc(-c2ccco2)nc(-n2nnc3ccccc32)n1
    1.1	7	/	/	/	-1	/	-10	2
(35) C/C(=C\C(=O)c1ccc(C)o1)Nc1ccc2c(c1)OCO2
    0.8	0	1	-10	0	5	8	-1	-3
(36) CC(C)[C@H](NC(=O)c1ccco1)C(=O)OCC(=O)N1CCc2ccccc21
    1.4	-6	5	-1	-4	5	-34	8	-6
(37) Cc1ccc(NC(=O)c2ccco2)c(NC(=O)Cc2cccs2)c1
    0.8	0	-14	-1	11	10	1	-10	4
(51) COc1cc(CNCc2ccco2)ccc1OCc1ccccc1
    1	3	7	-3	-9	-3	12	-3	8
(57) Cc1ccc2[nH]c(=O)c(C(c3nnnn3C(C)(C)C)N3CCN(C(=O)c4ccco4)CC3)cc2c1 (stereo not drawn)
    1.3	-2	6	0	-4	12	20	/	10
(58) O=C(N/N=C/c1ccco1)c1cc(-c2ccccc2)n[nH]1
    /	/	-3	2	6	/	-5	/	/
(59) CCOc1ccc(-c2cc(CCCC(=O)NCc3ccco3)no2)cc1
    0.9	-2	/	/	/	14	/	8	0

Source: PubChem
